Screens (PubChem)
rTrxR1 inhibitor – blocks rat thioredoxin reductase 1. hit rate 1% among 390,000. O89049. AID 588453. recombinant rTrxR1, NADPH fluorescence consumption, selenite substrate. Potency, µM (top dose mostly 114 µM), inactives show at the highest dose activity change, negative = inhibition, usual class: inhibitors; further: potency means the concentration at half of the fitted maximal effect; on the % scale 0 is the no-effect control and ±100 the full control effect; nearly all actives have a fitted effect of over 65% in size
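Rat TrxR1 (90 nM in the dispensed reagent) was pre-reduced with 400 uM NADPH for 5 min at room temperature, then incubated with compound for 15 min. After 400 uM selenite was added, NADPH fluorescence (Ex 340/Em 450 nm) was followed for 8 min.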
USP1-UAF1 inh – USP1/UAF1 (human) deubiquitinase inhibition; recombinant USP1/UAF1, Ub-Rhodamine cleavage fluorescence; hit rate 0.23% among 390,000; Potency, µM (titrated, usually from 57.1 µM), for inactives: at the highest dose activity change, negative = inhibition, hits mostly inhibitors; AID 743255; further: potency means the concentration at half of the fitted maximal effect; on the % scale 0 is the no-effect control and ±100 the full control effect; nearly all actives have a fitted effect of over 60% in size; inactives centre near -12
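Step one: compound is pinned into 1nM USP1/UAF1 in HEPES pH 7.8 buffer with TCEP. Step two: 15 min room-temperature incubation. Step three: Ub-Rho (150nM final) starts cleavage, tracked by fluorescence over six one-minute reads.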
Pin1 inhibitor – inhibitors of human Pin1. Potency, µM (doses to about 115 µM), for inactives: top-dose activity, negative = inhibition, hits mostly inhibitors. AID 504891. hit rate 0.009% among 390,000. Pin1 FP peptide displacement, HiFluor488, 10 min; active means well fitted inhibition curve with a large enough effect in the polarisation, with a control signal flat, not every such curve was filed as active; inconclusive means small, poorly fitted or top-dose-only effect, or effect the other way, or a change in a side signal; inactive means no such curve, though single readings can be large or run the other way; the % refers to the polarisation; further: potency means the concentration at half of the fitted maximal effect; on the % scale 0 is the no-effect control and ±100 the full control effect
Target sequence (Q13526 whole entry, looked up): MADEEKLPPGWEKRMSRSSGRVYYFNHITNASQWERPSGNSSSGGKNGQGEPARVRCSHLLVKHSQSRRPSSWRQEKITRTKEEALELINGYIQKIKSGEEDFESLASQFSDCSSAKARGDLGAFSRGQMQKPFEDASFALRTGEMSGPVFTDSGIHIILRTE
HP1b chromo inh – inhibitors of HP1-beta chromodomain binding to methylated histone tails; P83916; AlphaScreen HP1-beta / biotin-H3K9me3 peptide binding; Potency, µM (highest dose often 114 µM), without a hit: at the top dose activity change, negative = inhibition, usual class: inhibitors; hit rate 0.56% among 390,000; AID 540317; further: potency means the concentration at half of the fitted maximal effect; nearly all actives have a fitted effect of over 70% in size; inactives centre near 23
Target sequence (P83916 whole entry, looked up): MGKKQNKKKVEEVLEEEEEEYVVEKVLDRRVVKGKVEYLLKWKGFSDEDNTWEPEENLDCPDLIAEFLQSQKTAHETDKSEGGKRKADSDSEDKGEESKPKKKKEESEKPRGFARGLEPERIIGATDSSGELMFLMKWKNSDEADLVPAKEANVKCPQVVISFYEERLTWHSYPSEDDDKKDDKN
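AlphaScreen: HP1-beta (50 nM) preformed 30 min with biotin-H3(1-18)K9me3 peptide (50 nM) in PBS pH 7.4, 0.01% Tween-20. Compound added for 30 min at RT, then streptavidin donor/nickel chelate acceptor beads (10 ug/mL) for 30 min.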
GLS inhibitor – blocks human kidney-isoform glutaminase activity; O94925; GLS enzymatic activity, qHTS titration; Potency, µM (highest dose often 45.5 µM), inactives show top-dose activity change, negative = inhibition, hits mostly inhibitors; hit rate 0.21% among 410,000; further: potency means the concentration at half of the fitted maximal effect; on the % scale 0 is the no-effect control and ±100 the full control effect
Target sequence (O94925 whole entry, looked up, canonical isoform): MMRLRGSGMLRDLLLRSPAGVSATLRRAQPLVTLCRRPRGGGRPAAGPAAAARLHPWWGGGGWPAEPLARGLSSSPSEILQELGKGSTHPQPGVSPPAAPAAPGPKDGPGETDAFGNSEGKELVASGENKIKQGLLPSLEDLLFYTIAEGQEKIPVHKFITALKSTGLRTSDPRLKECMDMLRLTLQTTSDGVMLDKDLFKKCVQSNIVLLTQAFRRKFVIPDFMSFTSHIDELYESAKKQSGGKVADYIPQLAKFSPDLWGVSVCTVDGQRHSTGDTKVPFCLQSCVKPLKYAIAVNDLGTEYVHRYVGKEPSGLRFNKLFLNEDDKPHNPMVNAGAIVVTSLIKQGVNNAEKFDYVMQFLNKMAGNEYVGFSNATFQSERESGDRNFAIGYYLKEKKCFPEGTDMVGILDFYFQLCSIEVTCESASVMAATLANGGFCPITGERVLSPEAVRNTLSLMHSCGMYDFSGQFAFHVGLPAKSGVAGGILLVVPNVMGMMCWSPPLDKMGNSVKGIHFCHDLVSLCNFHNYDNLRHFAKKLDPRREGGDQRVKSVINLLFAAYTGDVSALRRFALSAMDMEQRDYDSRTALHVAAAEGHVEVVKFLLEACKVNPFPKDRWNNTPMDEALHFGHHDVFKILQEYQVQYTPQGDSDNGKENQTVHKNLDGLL
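hKGA in 45 mM KH2PO4 (pH 8.2), 0.02% Tween-20 with compound, then 1mM L-Glutamine (stock as added) plus glutamate oxidase/HRP/Amplex red coupling mix. Fluorescence read initially and after 30 min at RT; signal change reflects glutamate formation.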
Tb PGK inh – T. brucei PGK inhibition; PGK/GAPDH coupled, Kinase-Glo luminescence, 60 min; hit rate 0.043% among 380,000; Potency, µM (titrated, usually from 57.5 µM), for inactives: at the highest dose activity change, negative = inhibition, hits mostly inhibitors; AID 602233; further: potency means the concentration at half of the fitted maximal effect; on the % scale 0 is the no-effect control and ±100 the full control effect; nearly all actives have a fitted effect of over 60% in size
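Recombinant glycosomal PGK reaction used 1,3-bisphosphoglycerate generated in-well by GAPDH (100nM final) in 100mM TEA pH 7.6, 5mM MgCl2, 0.01% Tween-20. After 60 minutes at room temperature, ATP was read by Kinase-Glo Plus luminescence end-point.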
mIDH1 inhibitor – blocks human mutant IDH1 R132H enzyme; O75874; IDH1-R132H enzyme, NADPH consumption, diaphorase/resazurin fluorescence; Potency, µM (doses to about 76.6 µM), without a hit: top-dose activity change, negative = inhibition, usual class: inhibitors; hit rate 0.093% among 390,000; further: potency means the concentration at half of the fitted maximal effect; on the % scale 0 is the no-effect control and ±100 the full control effect; nearly all actives have a fitted effect of over 65% in size
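IDH1-R132H (0.5 ug/mL) preincubated 30 min with compound, then NADPH (0.016 mM) and alpha-KG (2 mM) added; 80 min at RT, pH 7.5. Remaining NADPH coupled via diaphorase/resazurin to fluorescence (540/590 nm); concentration-response curves normalized to no-enzyme control.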
TrxR1 substrate – is turned over as a substrate by rat TrxR1; purified TrxR1 substrate turnover, NADPH consumption readout; Potency, µM (highest dose often 114 µM), without a hit: top-dose activity change, negative = substrate turnover; hit rate 0.01% among 390,000; AID 588456; further: potency means the concentration at half of the fitted maximal effect; on the % scale 0 is the no-effect control and ±100 the full control effect; nearly all actives have a fitted effect of over 50% in size
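Rat TrxR1, dispensed at 90 nM, was prereduced with 400 uM NADPH (final) for 5 min at ~22 deg C, then incubated with compound 15 min before 400 uM selenite. A first-read NADPH fluorescence drop versus no-compound background flagged substrates.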
PI4K2A inh – inhibitors of human PI4K2A. Q9BTU6. purified PI4K2A, ADP-Glo luminescence, 1 h; stronger effect = lower value. activity change, negative = inhibition, % at 76.9 µM. hit rate 0.13% among 420,000; in the data active means activity change below about -50%; inconclusive means mostly about -30% to -49%;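 further: -100% = wells without enzyme as full effect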
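PI4K2A activity was measured by ADP-Glo luminescence: enzyme (4 ug/mL stock) and phosphatidylinositol (1.2 mM stock) in Tris pH 7.5/MgCl2/EGTA/Triton X-100 buffer were reacted with ATP (300 microM stock) for one hour at ambient temperature.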
* marks the source's active call; other numbers are inactive results; i = inactive; ? = inconclusive; . = not tested or not shown; & = joins results of further samples; [ ] = remark or other dose. Unless noted, the call rests on the fitted dose curve; in most records, active means well fitted curve in the direction sought with a large enough effect; inconclusive means small, poorly fitted or top-dose-only effect, or another doubt; inactive means no such curve, though single readings can be large; an effect the other way counts as inactive or inconclusive. Some of the compounds tested; count on the stated rates, not on these rows.

Sample of the layout:
Structure	rTrxR1 inhibitor	USP1-UAF1 inh	Pin1 inhibitor	HP1b chromo inh	GLS inhibitor	Tb PGK inh	mIDH1 inhibitor	TrxR1 substrate	PI4K2A inh
CC(C)C1Oc2ccccc2N(CC(=O)N(Cc2ccncc2)Cc2ccco2)C1=O (configuration not stated)	-19%	-4%	-4%	4%	-3%	-10%	-1%	-8%	0
COc1ccc(OC)c(-n2cc3c(=O)n(C)c(=O)n(C)c3c2)c1	13%[57.1 µM]	-5%	-2%	15%	6%	-8%	3%	13%[57.1 µM]	-9

Main list (from the top)
Structure	rTrxR1 inhibitor	USP1-UAF1 inh	Pin1 inhibitor	HP1b chromo inh	GLS inhibitor	Tb PGK inh	mIDH1 inhibitor	TrxR1 substrate	PI4K2A inh
CC(C)C1Oc2ccccc2N(CC(=O)N(Cc2ccncc2)Cc2ccco2)C1=O (configuration not stated)	-19%	-4%	-4%	4%	-3%	-10%	-1%	-8%	0
COc1ccc(OC)c(-n2cc3c(=O)n(C)c(=O)n(C)c3c2)c1	13%[57.1 µM]	-5%	-2%	15%	6%	-8%	3%	13%[57.1 µM]	-9
Cc1ccc(C(=O)C[n+]2ccc(-c3nnc4n3CCC4)cc2)cc1	-1%	2%	-7%	20%	6%	-2%	6%	14%	0
Cc1ccccc1N1CCN(C2CCCN(C(=O)CCN3CCCCC3=O)C2)CC1 (configuration not stated)	16%[57.1 µM]	-2%	2%	14%	19%	4%	-1%	7%[57.1 µM]	13
O=C(CSc1ccc(-c2ccco2)nn1)NCc1ccc2c(c1)OCO2	-71%	?	0%	20%	-5%	3%	0%	8%[57.1 µM]	-7
COc1cc(NC(=O)c2nccnc2C(=O)O)cc(OC)c1	27%	-22%	-4%	16%	0%	-11%	-3%	-1%	-1
Cc1ccc(-n2nc(C)c3nc(CCC(=O)Nc4cccc(C)c4C)c(=O)n(C)c32)cc1	6%[57.1 µM]	9%	-1%	17%	1%	i	-11%	-1%[57.1 µM]	0
COc1ccc(Cl)cc1-c1n[nH]c(=S)o1	-9%	-14%	1%	29%	2%	-1%	-4%	9%	-7
CN(C)c1ccc(/C=C2\N=C(c3ccc(Cl)c([N+](=O)[O-])c3)NC2=O)cc1	27%[57.1 µM]	?	?	?	-20%	-6%	12%	16%[57.1 µM]	-3
O/N=C/c1ccc(OCC(O)COc2ccc(/C=N/O)cc2)cc1	17%[57.1 µM]	-16%	1%	46%[activator]	15%	-3%	2%	6%[57.1 µM]	-1
C=CCOc1c(Br)cc(/C=N\n2nnnc2N)cc1OC	4%	2%	7%	15%	8%	-6%	5%	-5%	0
CS(=O)(=O)Nc1nc2n(n1)C(c1ccc(F)cc1)CC(c1ccccc1)N2 (configuration not stated)	12%	-14%	-12%	11%	6%	0%	7%	1%	-1
CC(OC(=O)c1ccccn1)C(=O)Nc1ccc(C(F)(F)F)cc1 (configuration not stated)	4%	-15%	?	26%	-1%	9%	20%	1%	1
Cc1ccc(OCC(=O)N2CCc3ccccc3C2)cc1C	.	2%	.	.	6%	4%	7%	.	1
Cc1ccc(S(=O)(=O)/C(C#N)=C/c2c(N3CC(C)OC(C)C3)nc3ccccn3c2=O)cc1 (configuration not stated)	-9%	-20%	?	-6%	-6%	-3%	12%	-14%	1
Cc1ccc(C(=O)Nc2ccc3nccnc3c2)cc1	8%[57.1 µM]	-18%	0%	-7%	-12%	-3%	3%	45%[activator][57.1 µM]	-15
O=C(CSc1nc(-c2ccccc2)cs1)N1CCN(C(=O)c2ccco2)CC1	-18%	-2%	3%	24%	8%	-2%	-6%	-9%	-1
COc1cccc(OC)c1OCCN1CCCC1	-19%	9%	10%	19%	3%	1%	3%	-14%	-1
COc1cc(CNCCO)cc(Br)c1OCc1ccccc1	13%	-17%	-3%	48%[activator]	-10%	i	0%	-1%	5
C[C@H](CO)N1C[C@H](C)[C@@H](CN(C)S(=O)(=O)c2cccs2)Oc2ccc(NC(=O)NC3CCCCC3)cc2C1=O	9%[57.1 µM]	-24%	1%	33%	3%	i	-13%	-3%[57.1 µM]	2
Cc1ccc(C(C)C)c(OCC(=O)NNC(=O)CC2OC(=O)c3ccccc32)c1 (configuration not stated)	-4%	-9%	9%	45%[activator]	-3%	-9%	4%	-10%[57.1 µM]	-1
O=C(CSCc1cnn(-c2ccccc2)c1-n1cccc1)NCC1CCCO1 (configuration not stated)	1%	-11%	-1%	23%	6%	-2%	0%	3%	-2
O=C(O)COc1ccccc1/C=N/NC(=O)CSc1nnc(-c2ccc(Cl)cc2)n1C1CCCCC1	-10%	-25%	8%	26%	-1%	2%	-6%	-9%	-2
CC[C@]12c3[nH]c4cc(-c5ccco5)ccc4c3CCN1C(=O)[C@@H](CC(=O)NCCN1CCOCC1)C[C@@H]2C(=O)N1CCN(C(=O)C2CC2)CC1	12%	-26%	-9%	37%[activator]	3%	-1%	-4%	28%	-3
CCCCC(=O)Nc1ccc(N2CCN(S(C)(=O)=O)CC2)cc1	7%	-22%	-5%	0%	32%[activator]	6%	1%	-1%	-4
CCOC(=O)CC[C@H](NC(=O)Cn1cnc(C(=O)Nc2ccc(C)c(C)c2)n1)C(=O)OCC	2%	-22%	4%	49%[activator]	-2%	-5%	9%	-1%	-1
CCOC(=O)C1(CC2CC2)CCN(Cc2cc(Cl)c(O)c(OC)c2)CC1	16%[57.1 µM]	-15%	1%	0%	-1%	-5%	0%	10%	4
O=C(O)C1Cc2ccccc2CN1C(=O)COc1ccc(Br)cc1 (configuration not stated)	5%[57.1 µM]	-11%	-18%	6%	0%	-13%	-5%	9%[57.1 µM]	4
Cc1ccc(/C=C/C(=O)OCC(=O)N(C)c2c(N)n(Cc3ccccc3)c(=O)[nH]c2=O)o1	.	?	.	.	-4%	-2%	8%	.	-5
C=CCOc1cccc(C2c3c(oc4ccc(F)cc4c3=O)C(=O)N2CCCN2CCOCC2)c1 (configuration not stated)	-1%[57.1 µM]	-11%	-8%	12%	-1%	-9%	17%	-6%[57.1 µM]	-3
COc1ccccc1CNC(=O)c1ccc(CSc2nc3ccncc3n2Cc2cccc(F)c2)cc1	22%	-23%	15%	51%[activator]	-7%	-1%	6%	-2%	3
COc1cc(OC)cc(C(=O)OCC(=O)NCc2ccc3c(c2)OCO3)c1	20%	-8%	22%	35%	2%	-2%	9%	0%	-6
CC1CCN(CCCN2C(=O)C3C(C(=O)Nc4ccc(Cl)cc4)C4C=CC3(O4)C2C(=O)NC2CCCCC2)CC1 (configuration not stated)	23%	-18%	-7%	-11%	0%	-3%	-5%	4%	-2
O=C(CN1CCN(Cc2ccccc2)CC1)N/N=C/c1cccnc1	-17%	-12%	0%	48%[activator]	0%	7%	2%	-8%	0
Fc1ccccc1NC(=S)Nc1cccnc1	-57%	-5%	-2%	33%	9%	5%	4%	9%[57.1 µM]	6
Cc1ccc(-c2ccc(CCC(=O)O)n2-c2cccc(O)c2)cc1	?	?	1%	-4%&-6%	7%&21%	-7%&0%	5%&9%	0%&8%	-1&-2
O=C(NCCN1C(=O)S/C(=C\c2ccc(OC(F)F)cc2)C1=O)[C@@H]1CCCN1C(=O)c1cccs1	-14%	-10%	12%	8%	14%	i	-5%	-11%	-9
CC(C)Oc1ccc(CNS(=O)(=O)c2ccc(-c3cc(C(F)(F)F)on3)s2)cc1	26%[57.1 µM]	-26%	-3%	16%	4%	0%	9%	0%[57.1 µM]	0
Cc1oc2ncn(C)c(=O)c2c1C(=O)NCc1ccc(Cl)cc1	1%	-5%	3%	21%	?	-2%	-8%	0%	-4
COc1cccc(NC(=O)Cc2cn(C)c3ccccc23)c1	?	-1%	-2%	12%	9%	6%	2%	6%[57.1 µM]	9
S=C1NC(C23CC4CC(CC(C4)C2)C3)=CC(c2ccc3c(c2)OCO3)N1 (configuration not stated)	27%[57.1 µM]	-10%	-16%	?	39%[activator]	-4%	-9%	4%[57.1 µM]	-1
C#CCOCCOCCOCCNc1nc(N2CCN(C(=O)CCCCCCCCCCNC(=O)[C@@H](CCC(=O)O)n3cc(CCCCCN)nn3)CC2)nc(N2CCN(C(=O)CCCCCCCCCCNC(=O)[C@H]([C@@H](C)CC)n3cc(CCCCCN)nn3)CC2)n1	31%[activator][57.1 µM]	-28%	-1%	0%	?	-3%	11%	-8%[57.1 µM]	-2
CCCn1c(O)c(C=Nc2ccccc2)sc1=S	19%[57.1 µM]	-4%	-1%	25%	-12%	-6%	20%	8%[57.1 µM]	-1
COc1ccc(C(=O)N/C(=C\c2ccccc2)C(=O)Nc2ccccc2C(=O)O)cc1	-8%[57.1 µM]	5%	-13%	18%	-7%	-5%	15%	6%[57.1 µM]	-4
O=C(Nc1cccc(S(=O)(=O)N2CCCC2)c1)c1ccccc1OC(F)F	-10%	-14%	-6%	19%	10%	7%	1%	-16%	-2
CCc1ccccc1NC(=O)Cn1c2ncccc2c(=O)n1-c1ccccc1	18%[57.1 µM]	6%	-1%	15%	0%	3%	3%	14%[57.1 µM]	-2
Cc1cc2nc(CCN3CCOCC3)n(S(=O)(=O)c3ccc(C(C)(C)C)cc3)c2cc1C	13%	-13%	6%	12%	1%	.	2%	9%	-5
